FBPA coupling cs: qHTS Assay for Inhibitors of Fructose-1,6-bisphosphate Aldolase from Giardia Lamblia: Coupling assay counterscreen | coupling enzyme system counterscreen, AmpLite Red fluorescence | activity change, negative = inhibition, % at 58.2 µM, hits read low | 290,000 compounds, 0.67% hits | AID 2472, 2010; in the data active = activity change below about -30%; note: % is set by controls: 0 for no effect and ±100 for the full control effect
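First, compound is pin-transferred into glyceraldehyde-3-phosphate coupling-enzyme reagent at 57.5 uM final and held 10 min at RT. Next, substrate, coupling system and AmpLite Red are added. After 20 min RT, fluorescence (525/598 nm) is read.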
KCNH2 WT inh: qHTS for Inhibitors of KCHN2 3.1: Wildtype qHTS; Voltage-gated inwardly rectifying potassium channel KCNH2 (Homo sapiens), Q12809; U2OS, BacMam KCNH2, thallium flux FluxOr; stronger effect = lower value; activity change, % at 1.84 µM; 340,000 compounds, 0.37% hits;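 active = maximum activity change below -70%; inconclusive = maximum activity change between -70% and -50%; inactive = maximum activity change above -50%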; note: % is set by controls: 0 for no effect and ±100 for the full control effect
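U2OS cells transduced with wild-type KCNH2 virus are loaded with FluxOr dye for 45 min, and thallium flux is measured in kinetic reads before and after stimulation buffer. Rate constants are normalized to DMSO controls.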
AT treatment: qHTS Assay for Identifying a Potential Treatment of Ataxia-Telangiectasia | Potency, µM (top dose mostly 57.5 µM), for the others: at the top dose activation, usual class: activators | AID 485349, 2010 | […] A-T fibroblasts, KAP-1 phosphorylation AlphaLISA; neocarzinostatin DNA damage 30 min before lysis | 320,000 compounds, 0.19% hits; note: potency is the fitted concentration of half-maximal effect; % of control where 0% means no effect; nearly all actives have a fitted effect of over 45% in size
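ATM-like activity read as KAP-1 phosphorylation via AlphaLISA donor/acceptor antibody pairs after lysis and 6 hr at 25C. Cells were ATM-null patient fibroblasts ([…], hTERT), dosed 60 min, then exposed to the DSB inducer NCS for 30 min.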
MBNL1 CUG block: qHTS Assay for Inhibitors of MBNL1-poly(CUG) RNA binding. 280,000 compounds, 0.036% hits. TR-FRET MBNL1-His/biotin-(CUG)12 binding, 665/545 ratio. Potency, µM (series often up to 57.5 µM), for the others: at the top dose activity change, negative = inhibition, usual class: inhibitors. Muscleblind-like protein 1 (Homo sapiens), Q9NR56; active = well fitted inhibition curve with a large enough effect in the signal ratio, with a control signal flat, not every such curve was filed as active; inconclusive = small, poorly fitted or top-dose-only effect, or effect the other way, or a change in a side signal; inactive = no such curve, though single readings can be large or run the other way; the % refers to the signal ratio; note: potency is the fitted concentration of half-maximal effect; % is set by controls: 0 for no effect and ±100 for the full control effect
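TR-FRET between His-tagged MBNL1 and biotin-(CUG)12 RNA, detected with Tb anti-His antibody (0.055 ng/ul) and streptavidin-XL665 (5 nM), 60 min at room temperature. Compounds titrated 92 nM to 58 uM; 665/545 nm ratio normalized to buffer and complex controls.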
GALK inh: qHTS Assay for Inhibitors of Human Galactokinase (GALK) | P51570 | Purified GALK, Kinase-Glo residual ATP luminescence | Potency, µM (series often up to 57.5 µM), without a hit: top-dose activity change, negative = inhibition, usual class: inhibitors | 270,000 compounds, 0.007% hits | AID 1868, 2009; note: potency is the fitted concentration of half-maximal effect; % is set by controls: 0 for no effect and ±100 for the full control effect
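Compounds were pin-transferred into ATP buffer (35 uM final), then GALK plus galactose (5 nM, 100 uM final) was added. After 1 h at room temperature, Kinase-Glo Plus was added and luminescence read after 10 min.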
S-ASM inh: Inhibitors of Secretory Acid Sphingomyelinase (S-ASM): qHTS. Sphingomyelin phosphodiesterase (Homo sapiens), P17405. placental ASM, HMU-PC fluorogenic substrate, 60 min. Potency, µM (top dose mostly 57.5 µM), for inactives: at the highest dose activity change, negative = inhibition, usual class: inhibitors. 340,000 compounds, 0.006% hits. AID 504937, 2011; note: potency is the fitted concentration of half-maximal effect
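Fluorogenic HMU-PC substrate (9 uM final) is turned over by placental ASM in 60 min at 37 C after a 10 min compound preincubation. Reaction ended by alkaline stop (pH 10), with fluorescence read at 386/447 nm.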
KCNH2 3.1 inh: qHTS for Inhibitors of KCHN2 3.1: Mutant qHTS. U2OS KCNH2 3.1, thallium flux FluxOr; stronger effect = lower value. activity change, % (tested at about 1.8 µM). 340,000 compounds, 0.95% hits;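 active = maximum activity change below -70%; inconclusive = maximum activity change from -70% to -50%; inactive = maximum activity change above -50%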;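 note: thallium influx rate constant from kinetic fluorescence after stimulation buffer; % is set by controls: 0 for no effect and ±100 for the full control effect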
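Virally transduced U2OS (3.1 isoform, 4 h infection in dark at RT) → overnight 37 C → FluxOr + Red40 in HBSS/HEPES, 45 min → stimulation buffer, 2 min kinetic read → rate constant vs DMSO controls.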
a7 integrin act: qHTS for Activators of Integrin-Mediated Alleviation for Muscular Dystrophy | Potency, µM (titrated, usually from 38.3 µM), for the others: at the top dose activation, hits mostly activators | AID 624291, 2012 | 350,000 compounds, 0.064% hits | alpha7betagal myoblasts, beta-gal FDG fluorescence, 48 h;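 note: potency is the fitted concentration of half-maximal effect; 100% = response of the positive control SU9516; nearly all actives have a fitted effect of over 60% in size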
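alpha7betagal+/- myoblasts (passage 13, 250/well) treated 48 h at 37C with compounds at 1:260 dilution of DMSO stock. Lysed, then beta-galactosidase activity read as FDG fluorescence (ex 480/em 540) after 30 min, with pre-read for autofluorescence.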
MLL CXXC-DNA inh: qHTS Fluorescence Polarization Assay for Inhibitors of MLL CXXC domain - DNA interaction; MLL-CXXC / FITC-HOXA9 DNA fluorescence polarization; AID 2662, 2010; 290,000 compounds, 0.037% hits; Potency, µM (top dose mostly 115 µM), inactives show top-dose activity change, negative = inhibition, hits mostly inhibitors; Histone-lysine N-methyltransferase 2A (Homo sapiens), Q03164; active = well fitted inhibition curve with a large enough effect in the polarisation, with a control signal flat, not every such curve was filed as active; inconclusive = small, poorly fitted or top-dose-only effect, or effect the other way, or a change in a side signal; inactive = no such curve, though single readings can be large or run the other way; the % refers to the polarisation; note: potency is the fitted concentration of half-maximal effect
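Purified MLL-CXXC (added from a 7 uM solution) was preincubated 5 min at ambient with pinned compounds in 50 mM Tris-HCl pH 7.5, 50 mM NaCl, 1 mM DTT, 0.05% BSA. Fluorescein-labeled HOX-A9 DNA (50 nM solution) followed, 30 min, then polarization read.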
TRPV1 agonist: HTS Assay for Compounds that Act as Agonists of the Vanilloid Receptor 1; Transient receptor potential cation channel subfamily V member 1 (Homo sapiens), Q8NER1; TRPV1-expressing cells, Fluo-8 calcium influx, agonist mode; activation, % at 8.33 µM; 320,000 compounds, 0.19% hits; in the data active = activation above about 80%; inconclusive = between about 30% and that limit; note: 0% is about no effect
Target sequence (Q8NER1 whole entry, looked up): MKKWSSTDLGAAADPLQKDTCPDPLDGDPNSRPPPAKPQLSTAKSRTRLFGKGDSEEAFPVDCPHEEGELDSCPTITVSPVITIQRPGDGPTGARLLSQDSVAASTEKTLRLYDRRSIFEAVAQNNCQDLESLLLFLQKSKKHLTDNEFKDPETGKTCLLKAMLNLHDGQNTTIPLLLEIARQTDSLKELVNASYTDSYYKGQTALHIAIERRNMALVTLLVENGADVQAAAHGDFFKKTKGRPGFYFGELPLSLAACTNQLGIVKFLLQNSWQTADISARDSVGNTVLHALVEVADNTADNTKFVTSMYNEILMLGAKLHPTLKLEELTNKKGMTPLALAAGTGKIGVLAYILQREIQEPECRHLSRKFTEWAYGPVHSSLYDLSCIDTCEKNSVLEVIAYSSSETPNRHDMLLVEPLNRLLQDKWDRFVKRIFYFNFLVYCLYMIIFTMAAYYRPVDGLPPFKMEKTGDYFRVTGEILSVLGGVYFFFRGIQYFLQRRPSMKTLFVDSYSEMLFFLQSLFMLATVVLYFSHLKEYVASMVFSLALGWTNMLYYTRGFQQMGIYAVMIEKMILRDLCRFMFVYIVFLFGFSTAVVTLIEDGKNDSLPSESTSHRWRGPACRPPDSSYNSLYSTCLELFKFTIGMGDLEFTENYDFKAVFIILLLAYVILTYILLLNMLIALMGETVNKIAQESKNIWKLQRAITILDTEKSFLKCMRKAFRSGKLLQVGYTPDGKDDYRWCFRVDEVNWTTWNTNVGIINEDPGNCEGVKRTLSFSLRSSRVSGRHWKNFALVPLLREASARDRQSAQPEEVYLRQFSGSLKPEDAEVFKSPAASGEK
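Fluo-8 calcium influx in TRPV1-expressing cells, kinetic read (ex 480/em 520 nm). Compound added and read 3 min for agonist activity, followed by capsaicin at EC20 final and 2 min further read for enhancement.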
* = called active by the depositor; i = inactive; ? = inconclusive; nt = not tested or not shown; & = joins results of further samples; [ ] = remark or other dose. Unless noted, calls come from the whole dose curve; as a rule, active = well fitted curve in the direction sought with a large enough effect; inconclusive = small, poorly fitted or top-dose-only effect, or another doubt; inactive = no such curve, though single readings can be large; an effect the other way counts as inactive or inconclusive.

canonical_smiles	FBPA coupling cs	KCNH2 WT inh	AT treatment	MBNL1 CUG block	GALK inh	S-ASM inh	KCNH2 3.1 inh	a7 integrin act	MLL CXXC-DNA inh	TRPV1 agonist
O=c1c(Cc2ccccc2)c(O)ccn1C1CCCCCCC1	0.6	nt	-2.4%	-4.5%	0.4%	0.5%	49.8	26.9%	28.9%	16.5
O=C(/C=C/Nc1ccccc1)C(F)(F)F	-0.2	4.4	4.5%	2.5%	11.1%	3.1%	4.2	-9.2%	-18.2%	5.5
CCOC(=O)C1CCCN(C(=O)C2c3ccccc3Oc3ccccc32)C1 (stereo not drawn)	0.1	-0.2	2.8%	-3.4%	-5.6%	7.4%	-24.3	-7.2%	8.8%	?
O=c1oc(-c2ccccc2)nc2c1cnn2-c1ccccc1	4.0	7.1	14.3%	3.8%	-3.1%	-5.5%	2.1	-18.6%[7.66 µM]	?	2.3
Cc1c(C)n(C(=O)CSc2ncn[nH]2)c2ccccc12	-6.9	-6.0	nt	1.2%	3.7%	-1.1%	-4.5	-3.1%	7.4%	?
Cc1nn(C)c(Cl)c1CN1CCN(C2CCCC2)C(CCO)C1 (stereo not drawn)	0.4	3.0	?	6.5%	6.3%	-1.0%	2.0	0.0%	1.0%	3.3
Cc1cccn2c(CN3CCCC(c4ccccc4)C3)c(C(=O)N3CCOCC3)nc12 (stereo not drawn)	-0.7	1.9	7.9%	-0.2%	-0.4%	5.4%	nt	-12.4%	3.6%	0.4
CCN(C(=O)COC(=O)c1cccnc1SC)C1CCCCC1	nt	-6.5	12.6%	nt	nt	1.6%	4.0	-13.2%	nt	16.3
NS(=O)(=O)c1cccc(NC(=O)COC(=O)CN2C(=O)C3CC=CCC3C2=O)c1 (stereo not drawn)	2.2	-2.5	-2.9%	nt	1.1%	-3.2%	1.6	7.5%	1.0%	-5.8
CCOC(=O)N1CCN(Cc2cc(=O)oc3ccc4ccccc4c23)CC1	-1.8	-1.0	0.7%	14.1%	-4.8%	-15.1%	-3.5	-15.3%	7.9%	24.8
O=C(Nc1cccc(Cl)c1)c1nc[nH]c1C(=O)NCc1ccccc1	nt	-2.1	-6.3%	nt	nt	1.1%	5.7	-18.1%	nt	?
O=C(CNC(=O)c1ccncc1)N/N=C/c1cccc([N+](=O)[O-])c1	0.7	i	2.6%	?	5.1%	-1.1%	-2.9	4.1%	8.7%	-3.3
O=C(c1cc2ccccc2oc1=O)N1CCN(C(=O)C2CCCO2)CC1 (stereo not drawn)	-1.4	-7.8	-1.1%	2.6%	-0.3%	8.8%	4.0	9.5%	1.5%	0.0
C/C(=N\NS(=O)(=O)c1ccc(Br)cc1)c1cccs1	6.0	0.0	nt	4.3%	2.3%	-1.8%	1.8	-5.4%	-15.9%	-1.4
Cc1ccc(NC(=O)CC2NCCNC2=O)cc1Cl (stereo not drawn)	-2.0	4.7	-1.7%	0.9%	3.9%	0.1%	4.2	11.6%	-14.5%	0.5
COc1cc(/C=C/C(=O)Nc2ccc(OC)c(S(=O)(=O)N3CCOCC3)c2)ccc1OC(F)F	nt	-14.4	4.7%	nt	nt	?	-31.8	-19.5%	nt	nt
NC(=O)c1ccccc1NC(=O)CCCc1ccccc1	-1.4	-13.7	1.1%	-0.1%	-4.8%	1.8%	19.7	16.8%	1.5%	21.8
CCOC(=O)[C@@H]1[C@H]2COc3cc(OC)ccc3[C@@H]2N2C(=O)N(c3ccc(C(F)(F)F)cc3)C(=O)[C@@]12C	-5.2	-6.4	2.7%	-1.7%	nt	6.4%	-1.8	-7.4%	-3.1%	-2.2
COc1ccccc1N(C)S(=O)(=O)c1ccc(C(=O)Nc2nc(C)c(C(C)=O)s2)cc1	nt	-12.4	-5.1%	nt	nt	-0.1%	-0.3	-19.7%	nt	?
CCOC(=O)CCNC(=O)N1CCC(CCOc2ccccc2)(C(=O)OCC)CC1	nt	4.6	nt	nt	nt	-0.7%	4.8	6.5%	nt	nt
COc1ccc(C(=O)N/C(=C\c2ccco2)C(=O)NC2CCS(=O)(=O)C2)cc1 (stereo not drawn)	3.8	2.2	0.6%	?	-0.2%	5.4%	12.8	12.1%	0.2%	1.1
Cc1ccc(S(=O)(=O)N2CCCCC2CCNC(=O)C(=O)Nc2ccccc2F)cc1 (stereo not drawn)	nt	6.5	1.9%	nt	nt	-2.1%	-15.7	18.2%	nt	-0.6
CCN(CC)c1ccc(/C=c2/sc3nnc(-c4ccccc4C)n3c2=O)cc1	2.6	-3.6	nt	-5.7%	3.6%	-5.6%	-4.6	20.7%	?	6.3
O=C(Nc1ccccc1F)NC1CC1	0.0	-3.0	4.9%	-3.5%	-2.5%	1.0%	22.4	12.0%	0.6%	-2.2
CCC(=O)Nc1nonc1-c1nc2ccccc2n1CC(C)C	4.7	-4.4	-4.1%	2.5%	0.5%	-6.6%	2.5	24.1%	-2.7%	?
CCOc1ccc(NC(=O)CN(C)C(=O)Cn2cnc3c2c(=O)n(C)c(=O)n3C)cc1OCC	nt	-15.5	5.6%	nt	nt	-1.2%	-7.4	12.8%	nt	-3.8
CC(C)N1C(=O)S/C(=C/c2ccc(Sc3nc4ccccc4[nH]3)o2)C1=O	-1.5	-129.6*	7.4%	?	-1.4%	6.5%	2.6	-56.7%[inhibitor]	20.6%	?
Cc1ccc(NC(=O)[C@H](NC(=O)[C@@H]2Cc3ccccc3CN2)c2ccccc2)cc1C	nt	-9.3	9.9%	-3.1%	-0.7%	-6.4%	-27.7	?	14.7%	0.5
COc1ccc(-c2cc(=O)c3cc(F)ccc3[nH]2)cc1	0.3&-0.5	-5.4	-6.3%	6.6%	nt	5.1%	4.1	10.8%	-3.0%	11.3
CC(C)CSc1nc2c(c(=O)[nH]c(=O)n2C)n1CCc1ccccc1	4.0	2.2	12.3%	-6.4%	4.2%	-2.1%	4.8	9.1%	1.5%	29.3
CCC(C)[C@H](NC(=O)C1CC(=O)N(c2ccc(OC)cc2)C1)C(=O)NC1CCCC1 (stereo partly drawn)	nt	3.0	-0.5%	-0.4%	-3.2%	1.0%	-12.8	?	-2.8%	1.1
CCOc1ccc(CCNC(=O)C2=C(C)C(=O)OC23CCCCC3)cc1OCC	-0.6	-1.3	1.8%	-3.4%	-1.8%	0.6%	-6.8	13.1%	14.3%	-8.2
CC(C)(C)C1CCC(=NNc2nc3ccccc3[nH]2)CC1 (stereo not drawn)	0.7	8.5	7.8%	3.0%	6.2%	5.8%	3.9	0.0%	-4.5%	7.8
CN(C)Cc1nc2c(c(=O)[nH]1)C(C)(C)Cc1ccccc1-2	2.7	4.0	nt	-0.1%	-0.1%	-1.0%	1.1	23.0%	-1.7%	-16.1
Cc1ccc(N=CC2=C(O)CC(c3ccc(Cl)cc3)CC2=O)cc1 (stereo not drawn)	4.0	-1.0	-10.1%	-7.0%	1.6%	nt	-18.8	19.6%	0.4%	5.4
O=C(Nc1cnn(Cc2ccc(Cl)c(Cl)c2)c1)C12CC3CC(CC(C3)C1)C2	-0.4	-5.7	3.5%	8.9%	-2.3%	-13.3%	-0.3	3.8%	-5.0%	3.0
C[C@@H]1C=C[C@](Cc2ccccc2)(C(=O)NCCc2c[nH]c3ccccc23)N1C(=O)c1ccccc1	-4.3&-4.2	-3.6	13.4%	-15.0%	nt	-2.2%	11.1	7.2%	9.8%	-1.1
CN(C)c1cccc(C(=O)NCCCn2ccc3ccccc32)c1	-0.5	8.2	-5.8%	3.8%	6.7%	-1.2%	-0.1	19.8%	15.9%	20.8
COC(=O)c1c(NC(=O)CN2CCCC(C)C2)c2c(C)cccc2n1C (stereo not drawn)	0.4	-12.8	3.6%	-5.8%	0.6%	0.1%	-8.5	5.0%	1.9%	1.3

Screening data from PubChem BioAssay.
